mIAP act: mouse IAP activation. muIAP, CDP-Star luminescence, 30 min; hits give high values; 1 = vehicle-only enzyme signal, 0 = enzyme-free wells. hit rate 0.24% among 330,000. AID 2805. activation factor at 10 µM;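 active = activation factor of at least 2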; also: the source names both 10 and 20 µM as test concentration; values of inactives mirror those of a sister screen read the other way
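also added = chemiluminescent substrate CDP-Star | test system = mouse IAP enzyme | signal = chemiluminescence readout | compound = DMSO-dissolved test compounds | incubation = 30 min at room temperature | benchmarks = DMSO wells, no-enzyme wells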
MIN6 prolif: inducers of beta-cell replication in MIN6 cells. MIN6 cells proliferation, ATPlite luminescence, 48 h; cells starved in 0.2% serum; 100% = growth in 10% serum. proliferation, % at 10 µM. hit rate 0.29% among 330,000;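 active = compounds whose signal lies at least 3.5 SD above the mean of all wells on their plate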;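 also: 0% = DMSO-treated cells in low-serum medium and 100% = 10% serum control; some compounds called inactive have numbers as strong as hits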
A3G deaminase: inhibitors of human APOBEC3G DNA deaminase. inhibition, % at 20 µM. hit rate 0.28% among 330,000. recombinant A3G, ssDNA deamination FAM/TAMRA fluorescence. Q9HC16. AID 493012;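 active = inhibition of at least 40% at 20 µM, with no more than 30% in the related APOBEC3A deaminase screen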;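 also: plate controls were DMSO wells with A3G for no effect and wells lacking A3G enzyme for full effect; some compounds called inactive have numbers as strong as hits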
mIAP inh: blocks mouse intestinal alkaline phosphatase. purified mouse IAP, CDP-Star luminescence, 30 min. inhibition, % at 10 µM. hit rate 0.2% among 330,000. AID 2806;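 active = inhibition of at least 40% at 10 µM in the primary screen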;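 also: plate controls were DMSO with enzyme for no effect and no enzyme wells for full effect; values of inactives mirror those of a sister screen read the other way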
hIAP activ: increases human intestinal alkaline phosphatase activity; P09923; purified human IAP, CDP-Star luminescence, 30 min; hits give high values; 1 = vehicle-only enzyme, 0 = enzyme-free background; activation factor at 10 µM; hit rate 0.16% among 330,000;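 active = activation factor of the enzyme at least 2-fold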; also: the source names both 10 and 20 µM as test concentration; values of inactives mirror those of a sister screen read the other way
Target sequence (P09923 whole entry, looked up): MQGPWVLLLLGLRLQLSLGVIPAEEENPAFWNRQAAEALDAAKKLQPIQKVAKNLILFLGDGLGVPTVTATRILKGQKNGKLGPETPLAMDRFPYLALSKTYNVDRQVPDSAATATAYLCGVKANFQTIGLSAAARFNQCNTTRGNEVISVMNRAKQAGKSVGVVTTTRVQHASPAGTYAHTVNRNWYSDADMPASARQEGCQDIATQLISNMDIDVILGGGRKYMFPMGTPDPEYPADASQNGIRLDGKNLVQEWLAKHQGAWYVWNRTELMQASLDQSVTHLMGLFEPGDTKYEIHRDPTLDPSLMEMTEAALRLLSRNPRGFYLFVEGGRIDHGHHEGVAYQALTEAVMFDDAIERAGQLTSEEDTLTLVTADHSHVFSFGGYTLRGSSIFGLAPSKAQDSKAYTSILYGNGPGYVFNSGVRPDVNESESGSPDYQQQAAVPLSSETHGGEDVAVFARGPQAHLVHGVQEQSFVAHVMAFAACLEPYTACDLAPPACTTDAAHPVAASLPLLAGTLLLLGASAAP
A3A deaminase: human APOBEC3A DNA deaminase inhibition | P31941 | recombinant A3A, FAM/TAMRA ssDNA deamination fluorescence | inhibition, % at 20 µM | hit rate 0.41% among 330,000 | AID 493011;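 active = at least 40% inhibition at 20 µM here, with at most 30% in a related deaminase screen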;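 also: plate controls were A3A with DMSO for no effect and wells lacking A3A enzyme for full effect; some results filed as inactive read as strong as hits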
Target sequence (P31941 whole entry, looked up): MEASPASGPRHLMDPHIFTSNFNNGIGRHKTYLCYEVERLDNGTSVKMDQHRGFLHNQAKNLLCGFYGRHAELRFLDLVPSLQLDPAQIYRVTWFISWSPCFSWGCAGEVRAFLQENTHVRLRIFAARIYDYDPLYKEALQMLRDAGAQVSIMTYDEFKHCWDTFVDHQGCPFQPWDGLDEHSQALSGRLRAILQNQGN
hIAP inh: blocks human intestinal alkaline phosphatase. hit rate 0.12% among 330,000. inhibition, % at 10 µM. AID 2544. purified IAP, CDP-Star luminescence, 30 min. P09923;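 active = inhibition reaching a set limit with compound at 10 µM in the primary screen, cut at about 35% in these data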;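 also: plate controls were DMSO wells with enzyme for no effect and no-enzyme buffer wells for full effect; values of inactives mirror those of a sister screen read the other way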
ATG4B inhibitor: inhibitors of human ATG4B cysteine protease; Q9Y4P1; inhibition, % at 8.33 µM; hit rate 0.51% among 340,000; AID 504462; ATG4B cleavage of LC3-PLA2, NBD-HPC fluorescence, 1 h; in the data active = inhibition above about 40%
MPTP block: blocks calcium-induced mitochondrial swelling | isolated mouse mitochondria, Ca2+ swelling absorbance, 30 min | inhibition, % at 10 µM | hit rate 1.4% among 360,000 | AID 602449;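 active = inhibition of 50% or more, scaled per plate between neutral and stimulator controls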;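 also: 0% = DMSO wells given calcium and 100% = 1 mM EGTA wells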
Starred values were filed as active, the others as inactive.

SMILES | mIAP act | MIN6 prolif | A3G deaminase | mIAP inh | hIAP activ | A3A deaminase | hIAP inh | ATG4B inhibitor | MPTP block
CCOC(=O)Cn1c(=NC(=O)C(C)C)sc2c(C)cc(C)cc21 | 0.95 | -1 | -6 | 5 | 1.1 | -1 | -5 | -2 | 1.9
CC1CCC(NS(=O)(=O)c2ccc(Cl)nc2)CC1 (configuration not stated) | 1 | 1 | -11 | -3 | 1 | -4 | -2 | 6 | -0.7
O=C(CSc1nnc2ccc(-c3cccnc3)nn12)Nc1ccccc1 | 0.94 | -1 | -5 | 6 | 0.98 | -2 | 2 | -2 | 1.1
CCc1ccc(N(CC(=O)NCc2ccco2)C(=O)CCC(=O)Nc2nccs2)cc1 | 0.95 | 0 | -5 | 5 | 1.1 | -2 | -15 | -5 | 0.9
CC(C)c1ccc(C(=O)Nc2nnc(S(=O)(=O)N3CCCCC3)s2)cc1 | 0.91 | -4 | -5 | 9 | 0.88 | -3 | 12 | -8 | 26
Cc1nn(C)c(C)c1CN(C)C(=O)CCCC(=O)O | 0.91 | 2 | -4 | 9 | 0.93 | -1 | 7 | -8 | 1.8
O=C1NC(=S)S/C1=C/c1ccc(N2CCOCC2)o1 | 0.47 | -5 | 40 | 53* | 0.85 | 77 | 15 | 0 | 40
Cc1ccc(Cn2cc(-c3ccccc3)nn2)cc1 | 0.95 | -2 | -8 | 5 | 1.1 | 1 | -6 | 3 | -0.3
CCOc1ccc(-c2noc(-c3cccnc3)n2)cc1OCC | 0.99 | 3 | 7 | 1 | 1.1 | 4 | -8 | 1 | 0.9
O=C1CN(C(=O)COC(=O)c2cnc(Cl)c(Cl)c2)c2ccccc2N1 | 0.97 | -4 | 0 | 3 | 0.94 | 1 | 6 | -3 | -1.7
CCCN1CCN(CCCNC(=O)CCn2nc(-c3ccccc3)ccc2=O)CC1 | 1.1 | -3 | -7 | -11 | 1.2 | -6 | -17 | -8 | -0.3
CCN(c1ccccc1)S(=O)(=O)c1ccc2c(c1)OCCO2 | 0.99 | 1 | -7 | 1 | 0.85 | -6 | 15 | 3 | 1.5
CCOc1ccc(C(=O)NCC(=O)Nc2ccc3c(c2)OCO3)cc1OCC | 0.92 | 2 | -7 | 8 | 1.1 | 0 | -5 | -10 | -1.3
CSc1cc(C)nc(NC(C)=O)n1 | 1 | -2 | 0 | -2 | 0.99 | 1 | 1 | 6 | -0.7
O=C(CCCOc1ccc(Cl)cc1)Nc1nncs1 | 0.92 | -1 | -4 | 8 | 0.89 | -4 | 11 | -5 | -1.2
COC(=O)C1=C(C)N(C2CCCCC2)C(=O)C1 | 1 | 2 | 2 | -3 | 1.1 | 2 | -10 | -12 | -0.2
CCOc1ccc2nc(-c3cc(NC(C)=O)ccc3O)sc2c1 | 0.99 | -2 | 1 | 1 | 0.9 | -2 | 10 | -3 | 4.3
Cc1ccc(-c2nc3cccnc3o2)cc1NC(=O)COc1ccc(C(C)(C)C)cc1 | 0.99 | -4 | -2 | 1 | 1 | -2 | -1 | -19 | 85*
CCOC(=O)C1=C(C)N=c2s/c(=C3\C(=O)Nc4ccccc43)c(=O)n2C1c1ccc2c(c1)OCO2 (configuration not stated) | 0.84 | -6 | -5 | 16 | 0.86 | 0 | 14 | -8 | 3.4
Cc1ccnc2nc(C(=O)OCC(=O)Nc3ccc4c(c3)OC(F)(F)O4)nn12 | 1 | 3 | -9 | -5 | 0.91 | -4 | 10 | -5 | 0.7
CC(C(=O)N1CCCCC1)N1CCN(S(=O)(=O)c2ccc(Cl)cc2)CC1 (configuration not stated) | 1.1 | 0 | 19 | -9 | 1.3 | 38 | -28 | 4 | 0.7
CS(=O)(=O)N1CCC(C(=O)Nc2ccc(Oc3ccccc3)cc2)CC1 | 1.3 | 0 | 8 | -27 | 0.99 | -4 | 1 | -10 | 0.6
CCOC(=O)Cc1c(C)[nH]c(=S)[nH]c1=O | 0.97 | -1 | -3 | 3 | 1.1 | 2 | -6 | -8 | 0.2
CCNC(=S)N1CCN(Cc2ccccc2)CC1 | 1 | -3 | -9 | -3 | 1.2 | -10 | -24 | -4 | -0.4
CCC1=C(OC(=O)N(CC)CC)N2C(=O)OC(=NCC3CC3)[C@]2(Cc2ccccc2)[C@H]2C1=CC[C@H]1C(=O)NC(=O)[C@H]12 | 0.91 | -5 | 1 | 9 | 0.91 | 2 | 9 | -5 | -1.2
Next entries follow.
SMILES | mIAP act | MIN6 prolif | A3G deaminase | mIAP inh | hIAP activ | A3A deaminase | hIAP inh | ATG4B inhibitor | MPTP block
CN1C2CCC1/C(=C\c1ccccc1F)C(=O)/C2=C/c1ccccc1F | 0.94 | -5 | -9 | 6 | 0.91 | -3 | 9 | 27 | -1.9
CCCCn1cnc2c(c1=O)c1nc3ccccc3nc1n2Cc1ccc2c(c1)OCO2 | 0.85 | -4 | 0 | 15 | 0.82 | 6 | 18 | -1 | 1.4
COc1ccc(C(=O)NCS(=O)(=O)c2ccc(C)cc2)cc1 | 0.98 | 0 | -1 | 2 | 0.92 | -1 | 8 | 12 | -0.1
CCCOc1ccc(N2C(=O)CC(NCCc3ccc(S(N)(=O)=O)cc3)C2=O)cc1 (configuration not stated) | 0.93 | 1 | -4 | 7 | 0.9 | 0 | 10 | -4 | 0.6
O=C(COc1ccccc1Cl)Nc1ccc(S(=O)(=O)Nc2ccccn2)cc1 | 0.98 | 0.0* | -10 | 2 | 0.87 | -3 | 13 | 2 | 1.0
Nc1nc(CN2CCN(c3ccccc3F)CC2)nc(Nc2ccc3c(c2)OCCO3)n1 | 1 | 5 | -10 | -2 | 0.97 | 3 | 3 | -4 | 0.6
COc1ccc(NC(=O)CN2CCCN(S(=O)(=O)c3ccc(F)cc3)CC2)cc1 | 1 | 1 | -3 | 0 | 0.99 | 6 | 0 | -1 | -1.0
Cc1nnc(SCC(=O)NCc2ccccc2Cl)n(N)c1=O | 1 | 0 | -2 | -1 | 0.85 | -3 | 15 | 4 | 0.4
CC1CCN(S(=O)(=O)N2CCC(C(=O)NCc3cccnc3)CC2)CC1 | 1 | -2 | 0 | -2 | 0.88 | -2 | 12 | 3 | -1.3
COc1cc2c(cc1OC)C1=C(C#N)CN(C3CCCCC3)CN1CC2 | 1.1 | 3 | -6 | -11 | 0.82 | -3 | 18 | -4 | 2.2
Cc1cccc(NC(=O)CSc2cccc3cccnc23)c1 | 1 | -2 | 1 | -1 | 0.95 | -1 | 5 | -7 | 0.3
COc1ccc(S(=O)(=O)Nc2nc3ccccc3s2)cc1 | 0.97 | -2 | -2 | 3 | 1 | 4 | -3 | -9 | 0.7
NC(=O)C[n+]1ccc(/C=N/O)cc1 | 0.93 | -2 | -1 | 7 | 0.98 | 1 | 2 | -10 | -0.4
C=CCNCCOCCOc1ccc(C)cc1[N+](=O)[O-] | 0.98 | -3 | -4 | 2 | 0.86 | -1 | 14 | -12 | -1.8
CNC(=O)NC(=O)COC(=O)c1ccc(-n2c(C)ccc2C)cc1 | 1.1 | 0 | 3 | -14 | 0.87 | 3 | 13 | 1 | -0.8
CC(C)C[C@@H]1CN=C(N)N1C[C@@H]1CCCN1C[C@H](C)N1C[C@@H](Cc2ccccc2)N(CCc2ccc(Cl)c(Cl)c2)C1=N | 1 | -1 | -4 | -3 | 1.1 | -3 | -14 | 7 | 41
COc1ccc(Cl)cc1NC(=O)C1CCCN(S(C)(=O)=O)C1 (configuration not stated) | 0.99 | -2 | -6 | 1 | 1.2 | -9 | -24 | 4 | 2.0
CCN(CC)C(=O)c1ccc(CS(=O)(=O)Cc2ccccc2)cc1 | 1 | -1 | -6 | -4 | 1 | -5 | -1 | -11 | 1.5
CCOc1ccc(C(=O)COC(=O)c2nc3nccc(C)n3n2)cc1 | 1.1 | -3 | -6 | -6 | 0.98 | -2 | 2 | -10 | -1.2
O=C(COC(=O)c1ccc2c(c1)C(=O)N(CCc1ccccc1)C2=O)Nc1ccc(OC(F)F)cc1 | 0.95 | 1 | 1 | 5 | 1.1 | 1 | -7 | -2 | 8.1
CCOC(=O)CN(C(=O)CSc1nnc(CNc2ccc(F)cc2)n1C)c1ccccc1 | 0.95 | -1 | -4 | 5 | 1.2 | -2 | -18 | -11 | -1.2
Cc1nn(C(C)C(=O)Nc2ccc(Cl)cn2)c(C)c1[N+](=O)[O-] (configuration not stated) | 0.93 | -2 | -1 | 7 | 0.95 | 52* | 5 | 5 | 1.9
C/C(=N\NC(=O)c1ccc(Cl)cc1)c1cccc(NC(=O)c2cccnc2)c1 | 1.1 | -3 | -6 | -11 | 1.1 | -3 | -13 | -12 | -1.0
COc1ccc(C)cc1S(=O)(=O)Nc1ccccc1C | 1.1 | -3 | -5 | -8 | 1.2 | -4 | -21 | 3 | -5.6
O=[N+]([O-])c1cc(S(=O)(=O)Nc2ccccc2)ccc1N1CCN(c2ccc(O)cc2)CC1 | 0.98 | -5 | 4 | 2 | 0.86 | 2 | 14 | 6 | 0.9
Going on with the list.
SMILES | mIAP act | MIN6 prolif | A3G deaminase | mIAP inh | hIAP activ | A3A deaminase | hIAP inh | ATG4B inhibitor | MPTP block
Cc1cc(OC(=O)c2ccccc2Br)c([N+](=O)[O-])c(=O)[nH]1 | 1.1 | 0 | -10 | -6 | 1.1 | -4 | -14 | -8 | -1.7
Cc1cccc(OCCn2cc(/C=N/NC(=O)c3ccncc3)c3ccccc32)c1 | 0.85 | 0 | -7 | 15 | 1.2 | 7 | -16 | -29 | -3.1
O=C(NCCc1nc2ccccc2[nH]1)/C(=C/c1ccco1)NC(=O)c1ccc(Br)cc1 | 0.88 | -1 | -5 | 12 | 0.95 | 1 | 5 | -7 | -2.2
CCOc1cccc(CNCCNC(=O)c2nonc2N)c1 | 1 | -4 | -3 | -1 | 1.1 | 0 | -14 | -3 | -1.5
CC(=O)c1ccc(NC(=O)C(C)Sc2nnc(C3CC3)n2C2CC2)cc1 (configuration not stated) | 0.95 | -1 | -8 | 5 | 0.94 | -4 | 6 | 7 | -0.4
S=C(NCCc1ccccc1)N1CCCC1 | 1.1 | 1 | 0 | -5 | 1.2 | -2 | -23 | 0 | 0.8
COC(=O)c1ccc(COC(=O)c2ccc(C)c(S(=O)(=O)N3CCCCC3)c2)cc1 | 1 | -5 | -9 | -2 | 1.1 | -4 | -8 | -4 | -0.2
Nc1ccccc1SCc1ccccc1 | 0.97 | -3 | -5 | 2 | 0.98 | 1 | 2 | -3 | 1.0
CCOc1ccc(-n2cnnn2)cc1S(=O)(=O)N1CCCCC1 | 1 | -4 | -1 | -5 | 0.72 | 0 | 28 | -7 | 0.6
O=C(O)CSCC(=O)NCc1ccccc1 | 0.92 | -1 | -4 | 8 | 1.2 | -2 | -21 | 5 | -1.4
CSc1ccccc1C(=O)N1CCC(CCC(=O)NCc2ccc(F)cc2)CC1 | 0.99 | -2 | -5 | 1 | 1 | -6 | 0 | 18 | 0.8
COc1ccc(C2(c3ccc(OC)cc3)NC(=O)N(CC(=O)NC(C)C)C2=O)cc1 | 1.1 | 5 | -10 | -6 | 0.8 | -3 | 20 | -12 | -0.1
O=C1c2ccc(Oc3ccc4c(c3)C(=O)N(CCCCO)C4=O)cc2C(=O)N1CCCCO | 1 | 0 | -5 | 0 | 1.1 | -2 | -13 | -10 | 3.7
O=C(c1ccc(N2CCOCC2)c([N+](=O)[O-])c1)N1CCN(S(=O)(=O)c2cccs2)CC1 | 0.9 | -1 | -9 | 10 | 0.86 | 4 | 14 | 2 | -0.1
